# OX1R antag = OX1R (HCRTR1) antagonists, primary screen, fluorescence, CHO/OX1R cells, Fluo-8 calcium, orexin A. Orexin/Hypocretin receptor type 1 (Homo sapiens), O43613. inhibition, % at 5 µM. 0.43% of 330,000 active. Fluo-8 calcium fluorescence;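 active means inhibition above its plate's threshold, mean inhibition of all tested compounds on the plate plus 3 SD, cut at about 37% in these data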;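 further: 0% = orexin A challenge wells and 100% = SB-334867-A antagonist wells; not every result past the cut was called active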
# Target sequence (O43613 whole entry, looked up): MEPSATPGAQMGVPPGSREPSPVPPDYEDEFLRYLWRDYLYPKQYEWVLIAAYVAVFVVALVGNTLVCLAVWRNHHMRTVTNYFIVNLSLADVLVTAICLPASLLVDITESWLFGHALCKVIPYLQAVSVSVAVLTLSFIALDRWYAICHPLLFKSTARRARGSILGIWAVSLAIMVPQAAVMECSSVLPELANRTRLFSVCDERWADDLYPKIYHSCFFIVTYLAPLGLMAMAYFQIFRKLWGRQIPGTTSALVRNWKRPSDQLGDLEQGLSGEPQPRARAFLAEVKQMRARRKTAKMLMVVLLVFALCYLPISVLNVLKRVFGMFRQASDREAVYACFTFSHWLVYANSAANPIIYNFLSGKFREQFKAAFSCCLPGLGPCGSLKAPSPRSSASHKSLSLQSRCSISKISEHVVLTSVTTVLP
# CHT PAM = CHT positive allosteric modulators, primary screen, cell-based, membrane potential dye, choline EC20; CHT-expressing cells; active compounds read high; LV-AA mutant CHT in HEK293 cells; B-score at 10 µM; 0.49% of 310,000 active; AID 488977, 2010;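 active means initial fluorescence not abnormally high and integrated response B-score, plate-corrected, over 3 SD above library mean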
# Target sequence (Q9GZV3 whole entry, looked up): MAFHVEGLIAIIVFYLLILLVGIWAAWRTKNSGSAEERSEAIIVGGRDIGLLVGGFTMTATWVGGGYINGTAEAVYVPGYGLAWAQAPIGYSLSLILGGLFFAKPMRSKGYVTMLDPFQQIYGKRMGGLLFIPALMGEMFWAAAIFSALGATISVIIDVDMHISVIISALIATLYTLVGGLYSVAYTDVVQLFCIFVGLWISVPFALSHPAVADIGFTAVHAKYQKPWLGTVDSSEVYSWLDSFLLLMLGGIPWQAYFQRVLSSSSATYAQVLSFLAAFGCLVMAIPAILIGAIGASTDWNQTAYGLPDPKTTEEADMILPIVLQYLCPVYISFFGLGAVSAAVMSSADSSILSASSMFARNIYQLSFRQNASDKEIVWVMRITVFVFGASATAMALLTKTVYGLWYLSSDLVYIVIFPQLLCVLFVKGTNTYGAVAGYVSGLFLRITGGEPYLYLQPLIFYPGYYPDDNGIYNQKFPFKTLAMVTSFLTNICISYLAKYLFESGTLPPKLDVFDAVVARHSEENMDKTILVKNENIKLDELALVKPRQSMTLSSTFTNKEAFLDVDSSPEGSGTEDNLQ
# * marks the source's active call; other numbers are inactive results; i = inactive; nt = not tested or not shown.
SMILES,OX1R antag,CHT PAM
C=CCOc1ccc(C(=O)c2ccccc2)c(OCC(=O)NC2(C#N)CCCC2)c1,-18,i
COc1ccc(CSc2nc(O)cc(=O)n2CC(C)C)cc1F,3,i
CCOC(=O)C1CCN(C(=O)COC(=O)CCOc2ccc(C)cc2)CC1,-13,i
CCOc1ccc(CN(C)C(C)C(=O)NCCc2ccc(F)cc2)cc1 (configuration not stated),-36,i
Cc1cc(C)c(C#N)c(N2CCOCC2)n1,-2,i
C=CCCCCCCCCC(=O)NNC1CC(=O)N(c2ccccc2)C1=O (configuration not stated),-18,i
Cc1coc2c1c(C)cc1oc(=O)c(CC(=O)NCCCCCC(=O)O)c(C)c12,0,i
O=C(OCc1ccc(Br)cc1F)c1cc2ccccc2oc1=O,-13,i
COc1cc(N2CCCC2)ccc1[N+](=O)[O-],-15,i
Cc1ccsc1/C=C1/SC(=O)N(CC(=O)N2CCOCC2)C1=O,-7,i
COc1cc2nc(NC(=O)c3ccc(Cl)cc3)[nH]c(=O)c2cc1OC,3,i
Cc1ccc(CN2CCCN(Cc3ccc(F)cc3Cl)S2(=O)=O)cc1,-5,i

# 5 compounds out of the list, arranged by heavy-atom count, ascending:
SMILES,OX1R antag,CHT PAM
Cc1cc(C)c(C#N)c(N2CCOCC2)n1,-2,i
Cc1ccsc1/C=C1/SC(=O)N(CC(=O)N2CCOCC2)C1=O,-7,i
COc1cc2nc(NC(=O)c3ccc(Cl)cc3)[nH]c(=O)c2cc1OC,3,i
CCOc1ccc(CN(C)C(C)C(=O)NCCc2ccc(F)cc2)cc1 (configuration not stated),-36,i
CCOC(=O)C1CCN(C(=O)COC(=O)CCOc2ccc(C)cc2)CC1,-13,i

# Other entries
SMILES,OX1R antag,CHT PAM
CC1=C(C(=O)NCc2ccc3c(c2)OCO3)C2(CCC(C)CC2)OC1=O (configuration not stated),-20,i
CCN(CCn1cccn1)Cc1c(C(=O)N2C[C@@H](C)O[C@@H](C)C2)nc2ccc(Cl)cn12,-35,i
O=C(NC(=S)Nc1ccc(S(=O)(=O)Nc2nccs2)cc1)c1ccc(F)c(F)c1,-7,i
COc1ccc(NC(=O)CN2C(=O)c3ccccc3S2(=O)=O)cc1OC,8,i
COc1ccc(C(=O)N/C(=C\c2ccc(SC)cc2)C(=O)NCCCn2ccnc2)cc1OC,3,nt
COC(=O)[C@@]1(C)[C@H]2C(=O)N(Cc3ccccc3)C(=O)[C@H]2[C@H]2CN=C(SCC3CC3)N21,-26,nt
O=C(CSc1nnc(CNC(=O)c2ccccc2)o1)c1ccc(Cl)cc1,15,i
CCOCCCN(C)C1CCN(C(=O)c2oc3ccccc3c2NC(=O)c2ccc(F)cc2)CC1,-34,i
CN(C)c1ccc(NS(=O)(=O)c2cccc(Cl)c2)cc1,-16,i
COc1ccc2cc(-c3ccon3)ccc2c1,-20,i
CCCC1CC(CCc2ccccc2)OS(=O)(=O)N1 (configuration not stated),-19,i
CCOC(=O)C(C)Oc1ccc(NC(=O)C(Cl)(Cl)Cl)cc1 (configuration not stated),-8,i
CCOC(=O)Cn1c(-c2cccnc2Cl)nc2ccccc21,-8,i
COc1cc(/C=N\NS(=O)(=O)c2ccccc2)cc(OC)c1OC,-16,i
Cc1ccc2nc(SCC(=O)N3CCN(c4ccccc4)CC3)nc(=O)n2c1,-33,i
CC(C)(C)[C@H]1COC(=O)[C@@H](NC(=O)OCC2c3ccccc3-c3ccccc32)C/C=C\C[C@@H](CC(=O)N[C@@H](CO)Cc2ccccc2)C(=O)N1,-28,nt
O=C1C(NS(=O)(=O)c2cccs2)=C(N2CCOCC2)C(=O)c2ccccc21,6,7.2*
CCOc1ccccc1-c1cc(-c2n[nH]c(=S)n2CC)c2ccccc2n1,-33,i
CCn1c(O)c(C2=c3ccccc3=NC2=O)c2cc(Br)ccc21,-12,i
c1ccc(Nc2nc(N3CCCC3)nc(N3CCCC3)n2)cc1,-28,i
S=C(NC1CCCC1)N1CCOCC1,-8,i
Cc1ccc2c(c1)nnn2C1CCN(S(=O)(=O)c2ccc(C(=O)N(C)C3CCCCC3)cc2)CC1,-38,i
O=C(CCNC(=O)c1ccc([N+](=O)[O-])cc1)Nc1cccc(S(=O)(=O)N2CCCCCC2)c1,-13,nt
CNc1nnc(-c2ccncc2)s1,3,i
CCC1=NNC(=O)C(CC(=O)Nc2ccccc2)c2cc(OC)c(OC)cc21 (configuration not stated),-29,i
CCCC(=O)NC(C)c1nc(-c2ccc(C)cc2)no1 (configuration not stated),-6,i
Cc1ccc(C)c(NC(=O)c2c(Cl)nc3ccccn23)c1,-44,i
CC(C)(C)NS(=O)(=O)NC(=O)C1=C(N2CCCC2)COC1=O,-2,nt
COc1ccccc1NC(=O)CN1C(=O)CC(C)S(=O)(=O)c2ccccc21 (configuration not stated),5,i
CC(C#N)Sc1ncnc2sc(-c3ccccc3)cc12 (configuration not stated),-28,i
O=C(Cn1cccc1C(=O)c1ccccc1)NCc1cccs1,-24,i
CC(C)N1CCC(N2CCN(Cc3cccnc3)CC2CCO)CC1 (configuration not stated),-16,i
CC(C)COC(=O)n1c(SCC(N)=O)nc2ccccc21,-22,i
COC(=O)c1cccc(NS(=O)(=O)c2ccc(OC)cc2)c1C,-21,i
CC(=O)c1ccc([C@H]2C[C@@]34CN(C(=O)OC(C)(C)C)S(=O)(=O)[C@H]3C[C@H]2O4)cc1,-9,i
CCOC(=O)N1CCN(C(=O)C(NC(=O)C2CCC(C)CC2)C(C)C)CC1 (configuration not stated),-35,i
Cc1noc(C)c1C(=O)OCC(=O)Nc1cccc(S(=O)(=O)N(C)C)c1,-12,i
Cc1cc(C)n(-c2nc(Nc3ccccc3C(F)(F)F)nc(-n3nc(C)cc3C)n2)n1,62*,i
Cc1nc2ccccn2c1/C(O)=C1\C(=O)C(=O)N(CCN(C)C)C1c1cccnc1 (configuration not stated),1,i
COc1ccc(N(CC(=O)N2CCc3ccccc3C2)S(=O)(=O)c2ccccc2)cc1,-7,i
Cn1cc(S(=O)(=O)N2CCCC2)cc1C(=O)N1CCN(c2ccccc2)CC1,-19,i
Cc1nc(-c2nnc(-c3ccccc3)o2)c(C(F)(F)F)o1,-15,i
COc1ccccc1N(CC(=O)Nc1ccc2c(c1)OCCO2)S(=O)(=O)c1ccc(C)cc1,-4,i
O=C(Nc1nnc(-c2ccco2)o1)c1ccc(N2C(=O)CCC2=O)cc1,1,i
Cc1ccc(NC(=O)COC(=O)CC2CCCC2)cc1Cl,-14,i
CSc1nc2ccc(NC(=O)COc3ccccc3F)cc2s1,-37,nt
Cc1cc(/C=N/NC(=O)c2cccc(F)c2)c(C)n1-c1ccccc1,-19,i
COc1ccc(F)cc1S(=O)(=O)Nc1cc2c3c(c1)CC(=O)N3CCC2,-1,i
CNC(=O)/C=C/c1cc(C(=O)c2ccc(Cl)cc2Cl)cn1C,-12,i
Cc1ccc2c(c1)c1c3n2CCN(C(=O)CCl)C3CCC1 (configuration not stated),-25,i
Cc1cc(/C=N/NC(N)=S)c(O)c(/C=N/NC(N)=S)c1,-4,i
CCOc1cc(/C=C/C(=O)NCCc2ccc(S(N)(=O)=O)cc2)ccc1OCC(C)C,2,i
CCCCCCCCNC(=O)/C(C#N)=C/c1ccc(SC)cc1,-2,i
CCOc1ccccc1N1CCN(C(=O)C2CSC3(C)CCC(=O)N23)CC1 (configuration not stated),-2,nt
COc1ccc(CC(=O)OCC(=O)Nc2ccc3[nH]c(=O)[nH]c3c2)cc1,-17,i
Cc1cccc(C(=O)O/N=C2\CCS(=O)(=O)c3sccc32)c1,-26,i
C=CCNC(=O)C1CC1(c1cccc(C)c1)c1cccc(C)c1 (configuration not stated),-25,i
Cc1ccccc1N(CC(N)=O)S(C)(=O)=O,-6,i
CCCc1cc(=O)n2[nH]c(SCc3ccccc3)nc2n1,-6,i
COc1ccc(-c2cc(C(F)(F)F)nc(SCC(=O)NCCN3CCOCC3)n2)cc1OC,-15,i

# (further entries)
SMILES,OX1R antag,CHT PAM
COCCSc1nnc(NC(=O)C2CCN(C(=O)c3ccco3)CC2)s1,-21,i
CSCCC(NC(=O)COc1ccccc1)C(=O)NCCOc1ccccc1 (configuration not stated),-10,nt
CN(C)c1nc2c(N)ncnc2n1[C@H]1O[C@@H](CO)[C@H](O)[C@@H]1O,nt,i
CCOCCCNC(=O)c1ccc(CS(=O)(=O)Cc2ccc(C)cc2)o1,-18,i
CCOc1ccccc1-n1c(SCC(=O)NC(C)(C)C)nnc1-c1ccoc1C,-28,i
CC(C)Cc1nnc(NC(=O)CCC(=O)NCc2ccccc2Cl)s1,-9,i
CCOC(=O)c1oc2ccccc2c1CSc1nnc(-c2ccco2)o1,-34,i
CC1CCCN(CCOc2ccc(Br)cc2)C1 (configuration not stated),0,i
Brc1cnc(N2CCCC2)nc1N1CCCCC1,-14,i
CCCN1CCN(CCCNC(=O)C2CCN(c3nnc(-n4c(C)ccc4C)s3)CC2)CC1,5,i
Clc1ccccc1Nc1c2c(nc3ncnn13)CCC2,-15,i
COc1cc(/C=C/C(=O)O)ccc1OS(=O)(=O)c1c(C)cc(C)cc1C,4,nt
CN(CC(=O)Nc1ccc(F)cc1)C(=O)CCc1nc2ccccc2c(=O)[nH]1,-32,i
Cc1nc(CNS(=O)(=O)c2cc([N+](=O)[O-])ccc2C)cs1,-13,i
COc1ccc(C(=O)N2CCC(n3c(C)nc4cc(F)ccc43)CC2)cc1OC,-24,i
Cc1cc(NC(=O)/C=C/c2ccccc2)c(C(C)C)cc1O,-17,i
O=c1[nH]c2ccccc2n1CCC1CCCCC1,-30,i
NNC(=O)CN1C(=O)Nc2ccc(Br)cc2C1c1ccccc1 (configuration not stated),-18,i
CC(Oc1cc2oc(=O)c3c(c2cc1Cl)CCCC3)C(=O)NCc1ccccn1 (configuration not stated),-41,i
Cn1nc(C(=O)N2CCc3ccccc32)c2ccccc2c1=O,-23,i
COc1ccc(C(=O)C(C)OC(=O)CNC(=O)C2CCCCC2)cc1 (configuration not stated),8,nt
O=C(N/N=C/c1ccc(Br)s1)c1ccccc1[N+](=O)[O-],-20,i
CCCCCC(=O)Nc1ccc(S(=O)(=O)Nc2nccc(C)n2)cc1,-9,i
CCOC(=O)c1cc(-c2ccccc2)sc1N,-30,i
CC1CCCCN1CCCNC(=O)c1ccc(N2CCCC2=O)cc1 (configuration not stated),-7,i
CN1CCN(CC(=O)N2c3ccccc3Sc3ccccc32)CC1,-13,i
CCCS(=O)(=O)c1c(S(=O)(=O)CCC)c2c(C)cccn2c1C(N)=O,-1,i
CCc1ccc(-n2c(=S)sc3c(=O)n(-c4ccccc4)c(SCC(=O)O)nc32)cc1,-17,i
O=C(NC(C(=O)NCCN1CCOCC1)C12CC3CC(CC(C3)C1)C2)C1CCCCC1 (configuration not stated),-25,i
O=C(CCC(=O)NCc1ccccc1)NCc1ccccc1,-6,i
CCOc1cc(C(=O)Nc2ncn[nH]2)cc(OCC)c1OCC,1,i
CCc1ccccc1N(C)S(=O)(=O)c1ccc2[nH]cc(C(=O)O)c(=O)c2c1,-10,i
O=C(c1ccc(CNc2c(N3CCCC3)c(=O)c2=O)cc1)N1CCN(C2CCCCC2)CC1,-17,i
Cc1ccc(C(=O)Oc2ccccc2C(=O)N2CCOCC2)cc1,-13,i
COc1cc(-c2nnc(SCC(=O)N3c4ccccc4Sc4ccccc43)o2)cc(OC)c1OC,-23,i
CCOC(=O)COc1ccccc1C1Nc2ccccc2C(=O)N1c1cccc(Cl)c1 (configuration not stated),-12,i
C[C@H]1C(c2ccc(F)cc2)=NN(c2ccccc2)[C@@H]1CO,-17,nt
COc1cccc(OCC(Cn2c(C)nc3ccccc32)OC(C)=O)c1 (configuration not stated),-4,i
O=C(CSc1nc(O)c(Cc2ccccc2)c(=O)[nH]1)Nc1nnc(SCc2ccccc2)s1,-14,i
Cc1cc2n(n1)C(c1ccccc1)Nc1ccccc1-2 (configuration not stated),-27,i
COc1ccc(C(=O)O)cc1S(=O)(=O)Nc1ccc(Oc2ccccc2)cc1,36,nt
COc1ccc2c(=O)cc(C(F)(F)C(F)(F)F)oc2c1,-3,i
CCNc1nc(N)c(C(=C(C#N)C#N)c2ccccc2)s1,-1,i
COc1ccc(C2NC3=C(CCC3)C3(C#N)C(OC)(OC)N=C(N)C23C#N)cc1 (configuration not stated),-6,i
Cc1ccccc1NS(=O)(=O)c1ccc(NC(=O)N2CCCCC2)cc1,-11,i
CCNS(=O)(=O)c1ccc(CCC(=O)N2CCN(c3cc(Cl)ccc3C)CC2)cc1,1,i

# Reprinted at random: two records from the list.
SMILES,OX1R antag,CHT PAM
C[C@H]1C(c2ccc(F)cc2)=NN(c2ccccc2)[C@@H]1CO,-17,nt
COc1ccc(C2NC3=C(CCC3)C3(C#N)C(OC)(OC)N=C(N)C23C#N)cc1 (configuration not stated),-6,i

# Structures from the list above that contain a CF3 group (four):
SMILES,OX1R antag,CHT PAM
Cc1cc(C)n(-c2nc(Nc3ccccc3C(F)(F)F)nc(-n3nc(C)cc3C)n2)n1,62*,i
Cc1nc(-c2nnc(-c3ccccc3)o2)c(C(F)(F)F)o1,-15,i
COc1ccc(-c2cc(C(F)(F)F)nc(SCC(=O)NCCN3CCOCC3)n2)cc1OC,-15,i
COc1ccc2c(=O)cc(C(F)(F)C(F)(F)F)oc2c1,-3,i

# Single records (already shown):
# CCNc1nc(N)c(C(=C(C#N)C#N)c2ccccc2)s1 is entered as OX1R antag = -1; CHT PAM = i
# C[C@H]1C(c2ccc(F)cc2)=NN(c2ccccc2)[C@@H]1CO is entered as OX1R antag = -17; CHT PAM = nt
